# Compound activity from PubChem BioAssay.
# mHTT-CaM PPI inh – inhibitors of human mutant huntingtin-calmodulin interaction. P42858. AlphaScreen His-mHTT/GST-CaM binding, luminescence. inhibition, % at 15 µM. hit rate 3.6% among 190,000;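 also: 0% = both proteins with DMSO and 100% = one protein alone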
# Pf apPOL block – Pf-apPOL DNA polymerase inhibition; Recombinant Pf-apPOL, molecular beacon fluorescence, 1.5 h; inhibition, % at 10 µM; hit rate 0.25% among 210,000; AID 1794808
# Active calls of the source: *; · = not tested or not shown; & = joins results of further samples. Rule as the data show it: active = inhibition above about 50%; inactive = the rest. No enrichment for hits; overall some 3.5% were active at least once.
no.	SMILES	mHTT-CaM PPI inh	Pf apPOL block
1	NS(=O)(=O)c1ccc(CCN2C(=O)c3cccc4cccc(c34)C2=O)cc1	-3	-2
2	CC1CCN(S(=O)(=O)N2CCCC(C(=O)NC3CC3)C2)CC1 (stereo not given)	-7	-16
3	COc1ccc(-n2nnc(C(=O)Nc3cccc(C(C)=O)c3)c2C)cc1	-7	2
4	CN(C)CC(C)(C)CNc1ccc(N2C(=O)C3CC=CCC3C2=O)cc1[N+](=O)[O-] (stereo not given)	6	-20
5	Cc1ccc(-n2nc3c(c2NC(=O)c2ccc4c(c2)OCO4)CS(=O)C3)cc1 (stereo not given)	-2	-4
6	CC12C(=O)N(c3ccc(Cl)c(Cl)c3)C(=O)C1C1C=CC2C1 (stereo not given)	-9	-2
7	O=C1CSC(c2ccc([N+](=O)[O-])cc2)N1c1ccc(Br)cn1 (stereo not given)	20	-7
8	Nc1cc(C2CCN(S(=O)(=O)c3cccc4cccnc34)CC2)no1	-5	-2
9	COc1ccc(CCN2CSC(=S)N(CCc3ccc(OC)c(OC)c3)C2)cc1OC	·	0&11
10	CCOc1ccc(C(=O)CCC(=O)O)cc1	·	-8
11	Cc1cc(C)nc(SCC(O)COc2ccc(C(C)(C)C)cc2)n1 (stereo not given)	-21	-1
12	O=C(NCCCOc1cccc2cccnc12)c1cc(=O)c2ccccc2o1	-1	2
13	Cc1cc(O)c2c(c1)OC(=Cc1ccco1)C2=O	34	19
14	CC(=O)Nc1cc(C(=O)NCc2ccccc2C)c2ccc(C)nc2c1	73*	5
15	CCOC(=O)CCSCC(=O)Nc1nc2ccccc2s1	-11	-2
16	O=C(Nc1ccc2c(c1)CCCN2S(=O)(=O)c1ccccc1)c1c(F)cccc1Cl	-6	-6
17	CC1C(=O)N(Cc2cn(CC3CCCCC3)nn2)CCS(=O)(=O)N1Cc1ccc(-c2cccc(CO)c2)cc1 (stereo not given)	42	-3
18	O=C(c1ccco1)N(CCN(Cc1ccccc1)C(=O)c1ccco1)Cc1ccccc1	0	-8
19	O=C(Nc1ccc(Br)cc1F)N1CCc2nc[nH]c2C1	-9	-4
20	Cc1nc(N2CCCC2)c(C#N)c2c1COC(C)(C)C2	-13	-3
21	COc1ccccc1CNC(=O)C1CC(=O)N(c2ccc3oc(C)nc3c2)C1 (stereo not given)	0	-4
22	Cc1ncc([N+](=O)[O-])n1S(=O)(=O)c1ccc(Cl)cc1	-4	0
23	c1ccc(CN2CCC(n3nnc4cccnc43)CC2)cc1	·	-4
24	CCOC(CNC(=O)c1ccc(CNS(=O)(=O)c2ccc(Cl)cc2)cc1)OCC	1	-3
25	COc1ccccc1N1C(=O)CC(N2CCOCC2)C1=O (stereo not given)	-7	-4

# No new results follow: 7 of the compounds above.
no.	SMILES	mHTT-CaM PPI inh	Pf apPOL block
1	NS(=O)(=O)c1ccc(CCN2C(=O)c3cccc4cccc(c34)C2=O)cc1	-3	-2
2	CC1CCN(S(=O)(=O)N2CCCC(C(=O)NC3CC3)C2)CC1 (stereo not given)	-7	-16
3	COc1ccc(-n2nnc(C(=O)Nc3cccc(C(C)=O)c3)c2C)cc1	-7	2
4	CN(C)CC(C)(C)CNc1ccc(N2C(=O)C3CC=CCC3C2=O)cc1[N+](=O)[O-] (stereo not given)	6	-20
5	Cc1ccc(-n2nc3c(c2NC(=O)c2ccc4c(c2)OCO4)CS(=O)C3)cc1 (stereo not given)	-2	-4
6	CC12C(=O)N(c3ccc(Cl)c(Cl)c3)C(=O)C1C1C=CC2C1 (stereo not given)	-9	-2
7	O=C1CSC(c2ccc([N+](=O)[O-])cc2)N1c1ccc(Br)cn1 (stereo not given)	20	-7

# Arranged by SMILES length (smallest number first): part of the list above
no.	SMILES	mHTT-CaM PPI inh	Pf apPOL block
2	CC1CCN(S(=O)(=O)N2CCCC(C(=O)NC3CC3)C2)CC1 (stereo not given)	-7	-16
6	CC12C(=O)N(c3ccc(Cl)c(Cl)c3)C(=O)C1C1C=CC2C1 (stereo not given)	-9	-2
5	Cc1ccc(-n2nc3c(c2NC(=O)c2ccc4c(c2)OCO4)CS(=O)C3)cc1 (stereo not given)	-2	-4

# (further entries)
no.	SMILES	mHTT-CaM PPI inh	Pf apPOL block
26	O=C(c1ccc(F)cc1)N1CCCC(c2ccnc(-c3cccc(F)c3)n2)C1 (stereo not given)	-6	0
27	CCCN1C(=O)c2ccccc2NC1c1cc(OC)c(OC)c(OC)c1 (stereo not given)	0	-3
28	COC(=O)c1c(S(=O)(=O)N2CCOCC2)c(C)n(C)c1C	·	2
29	CC(C)(O)C#Cc1ccc(C(=O)NCc2ccco2)cc1	1	-12
30	O=C(Nc1nc(-c2cccnc2)cs1)c1csc(-c2ccccc2)n1	-9	-1
31	Cc1ccc(NC(=O)c2cnc3ccccc3n2)cc1	5	-1
32	O=C(Nc1cccc(C(F)(F)F)c1)Nc1cccn2ncnc12	-14	-1
33	O=C(CCC(=O)N1CC2CCCN2c2ccccc21)NCc1cccs1 (stereo not given)	28	-1
34	C=CCOc1c(Br)cc(C2C3=C(CCCC3=O)NC3=C2C(=O)CCC3)cc1OCC	26	1
35	CCN(CC)S(=O)(=O)c1ccc2[nH]cc(C(=O)O)c2c1	-6	-4
36	O=S(=O)(NCCc1ccccc1)c1c(Cl)cccc1Cl	-25	-1
37	COc1ccc(NC(=O)C2=C(C)C(=O)OC23CCCCCC3)c(OC)c1	16	0
38	C=CCOc1ccc(C=O)cc1I	-25	-7
39	Cc1ccc(C=NN=C2SCC(=O)N2CC2CC2)cc1	·	-3
40	CN(C)C(=O)C1CCc2sc(C(=O)N3CCCC3)cc2C1 (stereo not given)	-2	-3
41	Cn1nc(C(=O)NCc2ccc(Cl)cc2)c2c1CCN(C(=O)c1ccc(F)cc1)C2	-10	4
42	Cc1ccc(CNC(=O)N2CCc3c(c(-c4nc(C)no4)nn3C)C2)cc1	1	-4
43	CCc1c(C#N)c(N)nc(SCc2ccccc2)c1C#N	7	-3
44	Cc1nnc(NC(=O)CN2CCc3nc(NC(=O)c4cnccn4)sc3C2)s1	34	6
45	CCOc1cccc2cc(-c3cc(=O)oc4cc(OCC(=O)OC(C)(C)C)ccc34)c(=O)oc12	25	-8
46	CC1CCCN(C(=O)COc2ccc(Cl)cc2)C1 (stereo not given)	-9	-5
47	COc1ccc(CC(=O)N2CCCC2c2ccccc2F)cc1OC (stereo not given)	-2	-2
48	O=c1[nH]nc(C2CCCN(Cc3ccccn3)C2)n1-c1ccccc1 (stereo not given)	37	-11
49	COc1ccccc1CNC(=O)C1CCC(CNS(C)(=O)=O)CC1 (stereo not given)	-5	-9
50	COc1cc(NC(=O)c2ccccc2[N+](=O)[O-])c(C(=O)O)cc1OC	-4	-1
51	O=C(NCC(=O)N1CCCc2ccccc21)c1ccc(F)cc1	-9	3
52	O=S(=O)(c1ccc2c(c1)OCCO2)N1CCc2ccccc21	-25	-2
53	CN(CC(=O)Nc1ccc(C(F)(F)F)cc1)S(=O)(=O)c1ccc(Br)s1	-6	-11
54	COc1cc(OC)cc(-n2nc(C(=O)Nc3ccc(C)c(F)c3)c3ccccc3c2=O)c1	-1	3
55	CCOc1ccc(CN2CCC(C(=O)NCCc3ccc(OC)c(OC)c3)CC2)cc1	4	-3
56	CC(C)(C)OC(=O)N1CCC(O)CC1	-5	1&-10
57	CC(C)N(C(=O)Cn1c(CO)nc2ccccc21)c1ccccc1	6	-5
58	O=C1N=C(N2CCOCC2)S/C1=C/C1=Cc2ccccc2OC1	52*	-5
59	C=CCSc1nc2c(cnn2-c2ccc(C)cc2)c(=O)[nH]1	-6	-4
60	CCCCN(CC)S(=O)(=O)c1ccc(F)c(C(=O)Nc2cc(Cl)ccc2OC)c1	-9	0
61	COc1ccc(C2=NC3(CCCCC3)N(CC(=O)Nc3ccc(C)c(C)c3)C2=O)cc1	8	-7
62	COc1ccc(-c2cc(C(=O)Nc3cc(S(N)(=O)=O)ccc3C)c3ccccc3n2)cc1OC	7	-5
63	O=C(Nc1ccc(-c2nc3ccccc3o2)c(O)c1)c1ccc([N+](=O)[O-])cc1	1	-2
64	CCOc1ccc(C=C2Oc3c(ccc(O)c3CN3CCCC3)C2=O)cc1	18	-16
65	Cc1cccc(NC(=O)CSc2nc3c(c(=O)n2-c2ccc(F)cc2)SCC3)c1C	10	5
66	COc1ccccc1C1CN(C(=O)C2CC2)CC1C(=O)NC(C)C (stereo not given)	11	6
67	Cn1ncc(N2CCCC(C(=O)Nc3ccc4c(c3)OCCO4)C2)cc1=O (stereo not given)	15	-5
68	Cc1ccc(Nc2c(-c3nc(C)no3)cnc3nc(C)ccc23)c(F)c1	6	1
69	O=C(NCCN1CCN(C(=O)c2cc3ccccc3oc2=O)CC1)c1cc2ccccc2oc1=O	0	-3
70	CCOC(=O)CC[C@H]1CC[C@]2(CCCN(S(=O)(=O)c3ccccc3)C2)O1	-8	-5
71	CCCCNC(=O)CCC1N=C2c3ccccc3N=C(SCc3cccc([N+](=O)[O-])c3)N2C1=O (stereo not given)	0	0
72	CCOc1ccc(NC(=O)N2CCCC2c2c(C)noc2CC)cc1 (stereo not given)	1	-5
73	COc1ccc(C=Nc2ccc3nc(-c4ccccc4)[nH]c3c2)cc1OC	29	-10
74	O=C1C(=Cc2cccn2-c2ccccc2)C(=O)c2ccccc21	17	4
75	Cn1nc(-c2nc(-c3ccccc3F)no2)c2c1CCN(C(=O)c1ccccc1Cl)C2	1	0

# (continued)
no.	SMILES	mHTT-CaM PPI inh	Pf apPOL block
76	CCc1cc(C)cc(OCCNC(=O)c2cncc(Br)c2)c1	-12	1
77	Cn1nccc1C(=O)N1CCCC(c2nncn2-c2ccccc2)C1 (stereo not given)	0	-1
78	CC(=O)N1CCN(S(=O)(=O)c2ccc(N)cc2)CC1	-2	2
79	Cc1cc(C)c(C#N)c(SCc2nc3cccc(C)n3c2Br)n1	-5	0
80	O=C(O)C1Cc2[nH]cnc2C(c2ccc(F)cc2)N1 (stereo not given)	-8	-3
81	O=C(O)c1cc(-c2ccc(F)cc2)nc2ccccc12	-4	2
82	CC1CCN(C(=O)c2cn(-c3ccc(C#N)cc3)cn2)CC1	-7	0
83	Cc1ccc(S(=O)(=O)N2CCC(C(=O)Nc3cccc([N+](=O)[O-])c3)CC2)cc1	-2	-3
84	CC(=O)Nc1ccc(SC[C@H](Cc2ccccc2)N2CC[C@@H](C)CCC2=O)cc1	11	0
85	Cc1sc2ccn(C)c(=O)c2c1C(=O)NCCC(C)C	0	2
86	CCCCN(C)CCNC(=O)C1c2cc(OC)c(OC)cc2C(=O)N2CCc3ccccc3C12 (stereo not given)	3	-2
87	O=c1c2cn[nH]c2nc(SCc2c(F)cccc2Cl)n1-c1ccccc1	17	-6
88	Cc1ccccc1C1C(C#N)=C(N)OC2=C1C(=O)CCC2 (stereo not given)	-8	-1
89	CS(=O)(=O)Nc1ccccc1I	-9	-1
90	CCOC(=S)SCc1c(F)cccc1Cl	·	-2
91	O=C(Nc1cccc(C(F)(F)F)c1)c1ccc(Cl)c([N+](=O)[O-])c1	11	9
92	COc1cc(C2CC(=O)N(c3cc(C)on3)C(=O)C2)cc(OC)c1OC	·	1
93	Cc1nn(C2CCS(=O)(=O)C2)c(C)c1CC(=O)NCc1ccc(S(N)(=O)=O)cc1 (stereo not given)	-15	-9
94	CCC(=O)Nc1ccc(S(=O)(=O)Nc2c(C)cc(C)cc2C)cc1	-2	2
95	O=C1OC(c2ccc(Cl)c([N+](=O)[O-])c2)=N/C1=C\c1ccccc1C(F)(F)F	3	-2
96	COc1ccc(CNC(=O)c2ccc(C)cc2Cl)cc1	-7	-5
97	COc1ccc(C=C2Oc3c(ccc4c3CN(CC3CCCO3)CO4)C2=O)cc1OC (stereo not given)	32	-21
98	CSCC(CSC)OC(=O)NC(=O)c1sc(C#N)c(C)c1C	·	-3
99	CC(C)CCNC(=O)c1cnn2c(C(F)(F)F)cc(-c3ccco3)nc12	23	-14
100	O=C(c1ccoc1)N1CCC(c2nc(-c3ccc(F)cc3)n[nH]2)CC1	4	-1
101	NS(=O)(=O)c1ccc(NC(=O)CSc2nnc(NC(=O)c3ccccc3)s2)cc1	14	-2
102	COc1ccc(-c2csc3c(=O)n(Cc4ccc(F)cc4)cnc23)cc1	-21	0
103	CC(C)CNC(=O)c1ccc(-c2nc3ccccc3n(CC(C)C)c2=O)cc1	-4	-3
104	CCc1cc(C2CCCN2C(=O)c2cnn3c(C(F)F)cc(-c4ccccc4)nc23)on1 (stereo not given)	2	0
105	O=C(NC1CCCC1)c1cc2c(s1)CCN(C(=O)c1ccc(F)cc1)C2	3	2
106	CSc1nc(C)c2c(n1)OC(CN1C(=O)c3ccccc3C1=O)C2 (stereo not given)	1&-8	37&-1
107	O=C(NCc1ccco1)Nc1ccc2snnc2c1	4	-2
108	CC(=O)n1nc(C)c2c1CC(C)(C)CC2=O	-5	-4
109	CCOc1ccc(C(=O)Nc2c3c(nn2-c2cccc(C)c2C)CSC3)cc1	19	0
110	CCc1cccc(NC(=O)N2CCN(C3=CC4=NCC(C)N4C=N3)CC2)c1 (stereo not given)	-2	3
111	CCN(CC)C(=O)c1cc2c(n(-c3ccc(Cl)c(Cl)c3)c1=O)CC(C)(C)CC2=O	-1	-8
112	CNc1nc2c(c(=O)[nH]c(=O)n2C)n1CC(O)COc1ccc(Cl)cc1Cl (stereo not given)	6	12
113	CCCNC(=O)c1nc2ccccc2n(C)c1=O	3	-4
114	CCCn1c(=N)c(C(=O)NCCN2CCOCC2)cc2c(=O)n3cccc(C)c3nc21	6	-1
